EBV LMP1 NFkB: Epstein-Barr LMP1 NF-kappaB reporter inhibition | LMP1-induced NF-kappaB luciferase reporter cells, luminescence | inhibition, % at 12.5 µM | actives 0.69% (n = 350,000); in the data active means inhibition above about 41%;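 further: 0% = neutral control wells and 100% = reference inhibitor control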
SRC3 inh: inhibitors of human steroid receptor coactivator 3 (SRC3). HEK293 GAL4-SRC3 luciferase reporter, luminescence. inhibition, % at 3.6 µM. actives 0.17% (n = 360,000). AID 588352;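 active means inhibition above a per-campaign cutoff, the mean of all compounds plus 3 SD, cut at about 60% in these data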;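 further: 0% = DMSO-treated cells and 100% = gossypol-treated cells at 36 µM; higher means less SRC3-driven luciferase light from the GAL4 reporter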
NCOA1 inh: inhibitors of human steroid receptor coactivator 1 (SRC1). actives 0.12% (n = 360,000). inhibition, % at 3.6 µM. HEK293 GAL4-SRC1 luciferase reporter, luminescence. Q15788;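 active means inhibition above the campaign mean plus 3 SD, with each screening campaign given its own cutoff, cut at about 60% in these data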;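 further: 0% = DMSO treated cells and 100% = gossypol at 36 µM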
SRC2 inh: inhibits human steroid receptor coactivator 2; HEK293 GAL4-SRC2 luciferase reporter, luminescence; inhibition, % at 9 µM; actives 0.17% (n = 370,000);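 active means inhibition above the mean inhibition of all tested compounds plus 3 SD, set per campaign, cut at about 52% in these data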;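 further: 0% = DMSO treated cells and 100% = cells given Gossypol at 36 µM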
TLR9-MyD88 inh: blocks human TLR9 binding to MyD88. Q9NR96+Q99836. CHO BLA complementation TLR9-MyD88, CCF4 FRET ratio. inhibition, % at 4.98 µM. actives 0.21% (n = 340,000). AID 504734;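 active means inhibition above the mean over all tested compounds plus 3 SD, cut at about 21% in these data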;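 further: 0% = DMSO only wells and 100% = clavulanate BLA inhibitor control wells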
Vif inh: blocks HIV Vif function; actives 0.35% (n = 340,000); inhibition, % at 7.49 µM; AID 602346; HEK293T cells, Vif self-association by quenched fluorescence, imaging, 24 h; in the data active means inhibition above about 50%, passing the limit was not always enough; further: some results filed as inactive read as strong as hits
NR2F2 inh: inhibitors of human COUP-TFII (NR2F2); P24468; actives 0.7% (n = 370,000); HEK293T NGFI-A luciferase reporter, luminescence; inhibition, % at 8.6 µM; AID 686940;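 active means inhibition above a per-plate cutoff, mean inhibition of test wells between control levels plus 3 SD, cut at about 38% in these data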;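 further: cells cotransfected with COUP-TFII expression vector driving the NGFI-A reporter; 0% = median of COUP-TF2 test wells and 100% = reporter-only cells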
Target sequence (P24468 whole entry, looked up): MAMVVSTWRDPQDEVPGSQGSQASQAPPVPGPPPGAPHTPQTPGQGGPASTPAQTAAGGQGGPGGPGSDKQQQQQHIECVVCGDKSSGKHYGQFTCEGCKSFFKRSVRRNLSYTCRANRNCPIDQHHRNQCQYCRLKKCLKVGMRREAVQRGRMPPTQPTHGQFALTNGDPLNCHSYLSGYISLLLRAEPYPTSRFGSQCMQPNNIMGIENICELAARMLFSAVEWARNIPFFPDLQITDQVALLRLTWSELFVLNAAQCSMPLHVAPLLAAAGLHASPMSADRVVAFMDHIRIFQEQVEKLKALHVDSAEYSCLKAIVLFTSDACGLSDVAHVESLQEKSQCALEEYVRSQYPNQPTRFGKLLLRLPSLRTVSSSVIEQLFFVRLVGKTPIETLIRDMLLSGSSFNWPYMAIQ
NOD2-RIPK2 inh: blocks binding of human NOD2 to RIPK2; inhibition, % at 4.98 µM; AID 624267; actives 0.38% (n = 360,000); CHO BLA complementation NOD2-RIPK2, CCF4 ratio; in the data active means inhibition above about 21%;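 further: 0% = vehicle only and 100% = reference blocker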
Target sequence (O43353 whole entry, looked up): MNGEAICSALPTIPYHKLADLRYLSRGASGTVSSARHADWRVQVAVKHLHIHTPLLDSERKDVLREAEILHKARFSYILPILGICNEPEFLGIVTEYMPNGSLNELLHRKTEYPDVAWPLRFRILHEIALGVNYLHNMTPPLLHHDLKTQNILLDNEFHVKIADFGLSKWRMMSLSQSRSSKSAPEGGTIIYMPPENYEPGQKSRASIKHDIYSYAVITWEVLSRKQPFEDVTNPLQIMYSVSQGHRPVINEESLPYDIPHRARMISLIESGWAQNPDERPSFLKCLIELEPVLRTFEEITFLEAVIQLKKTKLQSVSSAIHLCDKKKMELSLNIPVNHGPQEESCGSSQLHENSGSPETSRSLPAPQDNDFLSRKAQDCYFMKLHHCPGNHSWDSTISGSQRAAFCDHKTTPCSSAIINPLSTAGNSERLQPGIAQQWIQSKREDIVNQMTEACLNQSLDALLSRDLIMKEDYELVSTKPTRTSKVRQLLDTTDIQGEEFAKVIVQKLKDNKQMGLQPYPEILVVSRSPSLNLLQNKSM
NR5A2 inv ag: suppresses constitutive activity of human LRH-1. HEK293T StAR-luciferase reporter, LRH-1 transfected, 24 h. inhibition, % at 3.6 µM. actives 0.13% (n = 360,000). O00482;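 active means inhibition above the mean inhibition of all tested compounds plus 3 SD, cut at about 73% in these data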;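 further: 0% = DMSO wells and 100% = reporter-only cells lacking LRH-1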
TROY signal inh: inhibitors of TROY-dependent NF-kB signaling. actives 0.98% (n = 360,000). inhibition, % at 10 µM. AID 1347056. Q293 LMP1-TROYcd NF-kB luciferase reporter, 4 h;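 active means compounds whose plate-normalised and pattern-corrected inhibition of the luciferase reporter signal at the single screening dose is 50% or more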
TRAIL sens C8: caspase-8 TRAIL sensitization; actives 1% (n = 360,000); inhibition (viability loss, TRAIL sensitization), % at 10 µM; NB7+C8 cells + TRAIL, ATPlite viability luminescence;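 active means compounds causing at least 50% loss of cell viability in the single-dose screen, relative to plate controls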
* marks the source's active call; other numbers are inactive results; · = not tested or not shown. Some of the compounds tested; count on the stated rates, not on these rows.

No.	Compound	EBV LMP1 NFkB	SRC3 inh	NCOA1 inh	SRC2 inh	TLR9-MyD88 inh	Vif inh	NR2F2 inh	NOD2-RIPK2 inh	NR5A2 inv ag	TROY signal inh	TRAIL sens C8
1	Cc1c(N=C/C=C/c2ccccc2)c(=O)n(-c2ccccc2)n1C	9	5	-4	-26	-12	·	12	-13	12	-3	0
2	CSc1c(CC(=O)Nc2ccccc2)n(Cc2ccccc2)c2ccccc12	-3	2	-4	5	4	-11	-1	-6	-14	5	8
3	Cc1ccc(-c2cc(C(=O)N/N=C/c3c[nH]c4ccccc34)n[nH]2)o1	-7	-4	-7	-9	-4	-2	-2	-4	14	-23	26
4	O=[N+]([O-])c1ccc(OS(=O)(=O)Cc2ccccc2)cc1	8	22	-3	-5	4	-15	0	7	2	-1	12
5	COc1ccc(NC(=O)C2CC(=O)N(Cc3ccc(C)cc3)C2)cc1S(=O)(=O)N1CCCCC1 (centres undefined)	4	18	-16	5	-15	-9	2	6	-3	27	6
6	CN(CC(=O)Nc1ccccc1Cl)C(=O)c1cccc(-n2cccc2)c1	-2	-6	-1	-38	0	2	10	3	-12	2	26
7	CCN1C(=O)/C(=C\N(C(C)=O)c2ccccc2)OC1=S	-10	-8	-42	-6	-2	3	-27	2	-32	12	1
8	CCCC1NC(=O)c2cc3ccccc3cc2-n2c1nc1ccc(F)cc1c2=O (centres undefined)	1	-36	5	16	-4	8	19	-12	27	9	13
9	CS/C(N)=N/N=C/c1cc(Br)cc(Br)c1O	-9	-22	-3	-26	5	1	-24	3	-15	25	18
10	Oc1ccccc1N=Cc1sc2ccccc2c1Cl	-5	11	-28	7	1	0	-8	14	20	-28	-4
11	Nc1nccc(-c2ccc(-n3cccc3)cc2)n1	-1	-89	-61	-64	-5	4	-33	-1	-65	-21	31
12	CCOC(=O)C1CCN(C(C(=O)NC2CCCCC2)c2ccc(OC)cc2)CC1 (centres undefined)	0	0	5	-4	8	9	7	-1	12	-12	4
13	NC(=S)N/N=C/c1cn(-c2ccccc2)nc1-c1cccnc1	9	-2	-18	-45	1	1	-28	-7	-2	-30	-12
14	COC(=O)N/N=C1/C/C(=N\NC(=O)OC)c2ccccc21	3	11	5	-3	-8	9	-7	-2	32	8	-10
15	O=C(O)c1sc2cc(C(F)(F)F)cnc2c1-c1cccs1	-6	11	-5	-3	·	2	2	-8	16	6	-18
16	O=C(COC(=O)COc1ccccc1)Nc1cccnc1Cl	-3	11	1	-8	6	12	-7	1	-19	3	-18
17	CC[C@]12c3[nH]c4cc(CCC(=O)N(C)C)ccc4c3CCN1C(=O)[C@@H](CC(=O)NCc1ccc(OC)c(OC)c1)C[C@@H]2C(=O)N1CCN(C(=O)c2ccco2)CC1	-3	-6	-14	-11	-6	12	-5	-2	14	0	-4
18	COc1ccc(Br)c(Cn2c(C)c(C(=O)NCc3cccc([N+](=O)[O-])c3)sc2=O)c1	·	-1	-18	5	·	3	2	9	13	6	-10
19	O=C(COC(=O)c1ccc(O)cc1)Nc1ccccc1	-9	-2	0	4	1	·	-4	-5	13	-16	6
20	CCOC(=O)CSc1nnc(CNC(=O)c2cccs2)n1-c1cc(C)ccc1C	11	14	9	17	-4	5	5	0	-1	7	-2
21	O=C(O)c1ccccc1C=NNc1ccc([N+](=O)[O-])cn1	-3	11	3	19	-7	4	0	-2	15	-45	4
22	COc1ccccc1NC(=O)N1CCCC1C(=O)Nc1ccc2c(c1)OCO2 (centres undefined)	-6	-4	-9	-18	8	2	-10	-4	9	13	-4
23	CC(=O)Nc1ccc(S(=O)(=O)NCCC(=O)OC(C)C(=O)NC2(C#N)CCCCC2)cc1 (centres undefined)	-1	15	7	-1	-15	2	-2	-14	-12	-2	-7
24	COc1ccc([C@@H]2CC=C(C(=O)O)[C@H](c3cccc(Cl)c3)N2S(=O)(=O)c2ccccc2C)cc1	2	11	12	28	4	·	7	-6	22	0	2
25	CCCNC(=S)NCCN1CCCCC1	-11	-2	3	7	8	9	8	-6	12	-16	-19

Carrying on:
No.	Compound	EBV LMP1 NFkB	SRC3 inh	NCOA1 inh	SRC2 inh	TLR9-MyD88 inh	Vif inh	NR2F2 inh	NOD2-RIPK2 inh	NR5A2 inv ag	TROY signal inh	TRAIL sens C8
26	CCCCCCN1C2=NCCCN2c2ccccc21	-1	30	30	12	-4	-4	1	-11	25	-9	1
27	c1ccc(-n2cnnc2SCc2cn3ccccc3n2)cc1	-13	-1	1	-10	-11	0	-3	-5	6	3	-26
28	COc1ccc(C2=[N+]([O-])C(C)(C)N(O)C2C)cc1 (centres undefined)	-4	27	7	14	0	-1	1	-4	22	3	-5
29	COc1cccc(NC(=S)N2CCN(C/C=C/c3ccccc3)CC2)c1	13	2	5	5	-12	-10	-2	7	-24	-2	-5
30	C=C1CCN([C@@H](Cc2ccccc2)C(=O)N2CCOCC2)S(=O)(=O)c2ccccc21	6	-19	-19	-15	1	0	-5	0	-1	-5	10
31	Cc1ccc(NC(=O)NC2C(NC(=O)Nc3ccc(C)cc3)N(C)C(=O)N2C)cc1 (centres undefined)	-2	-17	-5	16	-8	1	-7	-7	4	0	4
32	CC(=O)c1cccc(NC(=O)N(c2ccccc2)c2ccccc2)c1	-4	-9	-3	5	-12	1	0	-1	-1	-20	-1
33	CCC(Sc1nc2ccccc2s1)C(=O)Nc1nnc(C)s1 (centres undefined)	2	14	-13	1	-3	-2	0	-14	22	19	18
34	CC(=O)Nc1ccc(S(=O)(=O)NCc2nnnn2-c2ccc(F)cc2)cc1	3	5	1	-24	7	·	8	2	2	-26	-2
35	O=S(=O)(NCCC1=CCCCC1)c1c(Cl)cccc1Cl	4	-7	0	9	-9	-14	6	3	-14	-22	-3
36	CC(C)NC(=O)Cn1c(SCC(=O)N2CCCCCC2)nc2ccccc21	-6	13	8	4	3	0	5	6	7	-17	-6
37	CCN(Cc1ccncc1)Cc1cn[nH]c1-c1ccc(OC)cc1F	7	10	-14	-15	-7	-3	-3	-7	-4	8	1
38	CC(C)(C)OC(=O)N1CCCN(C(=O)c2ccc(Cl)cc2)CC1	1	11	-12	3	-12	-1	-1	5	8	1	2
39	O=C1Nc2ccccc2N(C(=O)c2ccc(-c3ccccc3)cc2)C1c1nc2ccccc2[nH]1 (centres undefined)	·	·	·	-58	·	·	-104	-4	-132	-13	74*
40	Cc1cccc(C)c1NC(=O)CSc1ccc([N+](=O)[O-])cn1	5	3	6	-5	-8	-16	0	-3	13	-11	-11
41	Cc1ccc(S(=O)(=O)NNC(=O)Nc2ccc(Cl)cc2)cc1	-1	19	-5	11	-13	-9	1	9	9	6	3
42	COc1ccccc1CN1CC(C(=O)NCCc2ccc(Cl)cc2)CC1=O (centres undefined)	-4	0	16	-6	0	-6	5	-4	20	3	-1
43	COc1ccc(NC(=O)C2(C)Cc3c(-c4ccc(C(N)=O)cc4)ccnc3O2)cn1 (centres undefined)	·	-16	-5	-16	·	13	-12	-4	-4	-20	12
44	COc1ccc(OCC(=O)Nc2ccc3c(c2)nc(CN2CCN(C(C)=O)CC2)n3C)cc1	0	24	-13	-38	-2	-7	9	-14	0	7	1
45	CC(C)(C)c1ccc(C(CC(=O)O)NC(=O)CCCc2ccccc2)cc1 (centres undefined)	5	12	2	17	-2	12	-5	-1	17	7	2
46	CS(=O)(=O)N(CC(=O)Nc1ccccc1C(=O)N1CCOCC1)c1cccc(F)c1	7	15	-24	-13	1	5	5	0	4	-4	-26
47	CN(C1CCCCC1)S(=O)(=O)c1ccc(S(=O)(=O)N2CCN(CCC#N)CC2)cc1	2	0	3	-16	0	4	-15	5	-6	-4	-3
48	CCc1ccc(S(=O)(=O)N/N=C(/C)c2ccncc2)cc1	-7	12	-4	5	9	-5	5	-16	22	0	-5

Nine entries out of the list, ordered by heavy-atom count, descending.
No.	Compound	EBV LMP1 NFkB	SRC3 inh	NCOA1 inh	SRC2 inh	TLR9-MyD88 inh	Vif inh	NR2F2 inh	NOD2-RIPK2 inh	NR5A2 inv ag	TROY signal inh	TRAIL sens C8
44	COc1ccc(OCC(=O)Nc2ccc3c(c2)nc(CN2CCN(C(C)=O)CC2)n3C)cc1	0	24	-13	-38	-2	-7	9	-14	0	7	1
47	CN(C1CCCCC1)S(=O)(=O)c1ccc(S(=O)(=O)N2CCN(CCC#N)CC2)cc1	2	0	3	-16	0	4	-15	5	-6	-4	-3
45	CC(C)(C)c1ccc(C(CC(=O)O)NC(=O)CCCc2ccccc2)cc1 (centres undefined)	5	12	2	17	-2	12	-5	-1	17	7	2
29	COc1cccc(NC(=S)N2CCN(C/C=C/c3ccccc3)CC2)c1	13	2	5	5	-12	-10	-2	7	-24	-2	-5
32	CC(=O)c1cccc(NC(=O)N(c2ccccc2)c2ccccc2)c1	-4	-9	-3	5	-12	1	0	-1	-1	-20	-1
38	CC(C)(C)OC(=O)N1CCCN(C(=O)c2ccc(Cl)cc2)CC1	1	11	-12	3	-12	-1	-1	5	8	1	2
33	CCC(Sc1nc2ccccc2s1)C(=O)Nc1nnc(C)s1 (centres undefined)	2	14	-13	1	-3	-2	0	-14	22	19	18
35	O=S(=O)(NCCC1=CCCCC1)c1c(Cl)cccc1Cl	4	-7	0	9	-9	-14	6	3	-14	-22	-3
26	CCCCCCN1C2=NCCCN2c2ccccc21	-1	30	30	12	-4	-4	1	-11	25	-9	1
